# Pf gamet viab – late stage P. falciparum gametocyte viability inhibitors, primary screen, ATP luminescence, HTS; inhibition, % at 10.9 µM; AID 743093, 2013; 150,000 tested, 0.065% active; P. falciparum stage V gametocytes, 24 h;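 active = inhibition above the mean plus 3 SD of compounds within the control limits, set per campaign, cut at about 38% in these data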;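 also: 0% = DMSO wells and 100% = medium only without gametocytes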
# Cdc42 wt – modulators of GTP binding to wildtype Cdc42, primary screen, biochemical, multiplex bead flow cytometry, Bodipy-GTP | Cell division control protein 42 homolog (Homo sapiens), P60953 | GST-Cdc42 beads; actives lie on both sides | percent activity (GTP binding), % at 10 µM | 190,000 tested, 0.2% active | AID 761, 2007;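 active = percent activity GTP binding at least 20 points away from the 100% baseline, either down as inhibitor or up as activator; inconclusive = compound flagged as likely green fluorescent from well-wide comparison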;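 also: median bead fluorescence of bound Bodipy-FL-GTP at 100 nM; 0% = excess unlabeled GTP control and 100% = no compound control; below 100% means less GTP binding so inhibitor and above means activator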
# ABCB1 block – ABCB1 efflux pump inhibitors, primary screen, cell-based, multiplex, flow cytometry, ABCG2 counter-screen; 190,000 tested, 0.067% active; CCRF-Adr cells, JC-1 efflux; inhibition, % at 6.6 µM; AID 1326, 2008; ATP-dependent translocase ABCB1 (Homo sapiens), P08183; in the data active = inhibition above about 40%;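 also: 0% = vehicle and 100% = reference inhibitor; higher value means more JC-1 retained so stronger ABCB1 efflux block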
# Rab7 wt GTP bind – modulators of GTP binding to Rab7, primary screen, biochemical, wildtype, multiplex bead flow cytometry; Rab7 GTPase wild type (dog), Bodipy-FL-GTP binding; GST-Rab7 beads, fluorescent GTP binding; actives lie on both sides; untreated = 100%, excess cold GTP = 0%; GTP binding activity (percent of control), % at 10 µM; 190,000 tested, 0.055% active; AID 758, 2007;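 active = fluorescent GTP binding to Rab7 beads changed by at least 20 points from the 100% baseline, either direction, mostly lower; inconclusive = compound itself probably fluorescent, or too few beads counted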;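 also: median green fluorescence of bound Bodipy-FL-GTP per Rab7 bead population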
# HRas wt GTP – modulators of GTP binding to HRas wildtype, primary screen, biochemical, bead-based flow cytometry, multiplex; GTPase HRas (Homo sapiens), P01112; GST-Ras wt beads, Bodipy-FL-GTP binding; actives lie on both sides; GTP binding activity, % at 10 µM; 190,000 tested, 0.14% active;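 active = GTP binding activity at least 20% away from the 100% baseline, either lowered as inhibitor or raised as activator; inconclusive = flagged as likely green fluorescent, judged across all proteins in the well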;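 also: 0% = unlabeled GTP competition control and 100% = no-compound control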
# Avidin fluor – green autofluorescence of compounds with avidin beads – biophysical, 488/530 nm, flow cytometry, artefact control, profiling panel; compound fluorescence 488/530 nm; stronger effect = higher value; fluorescence (KMESF) at 10 µM; 220,000 tested, 0.38% active; AID 1775, 2009; in the data active = fluorescence above about 47; also: inactives centre near 10
# Rac1 wt GTP bind – wildtype Rac1 GTP binding modulators, primary screen, biochemical, GST-Rac1 beads, flow cytometry, multiplex; Ras-related C3 botulinum toxin substrate 1 (Homo sapiens), P63000; fluorescent GTP binding; actives lie on both sides; 0 = cold GTP competed, 100 = untreated; GTP binding activity (% of control), % at 10 µM; 190,000 tested, 0.27% active; AID 757, 2007;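 active = GTP binding activity at least 20 points away from the 100% control level, either lower or higher; inconclusive = compound flagged as likely green fluorescent, judged across all proteins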
# ABCG2 inh – ABCG2 efflux pump inhibitors, primary screen, multiplex with ABCB1, IgMXP3 cells, flow cytometry; Broad substrate specificity ATP-binding cassette transporter ABCG2 (Homo sapiens), Q9UNQ0; AID 1325, 2008; JC-1 efflux; 190,000 tested, 0.1% active; inhibition, % at 6.6 µM;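 active = inhibition above 80%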;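 also: 0% = DMSO and 100% = nicardipine control wells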
#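 Incubation: cells with compound and JC-1, 10 min at 25 °C, rotating, no wash / Test system: IgMXP3 (ABCG2) plus far-red-tagged CCRF-Adr (ABCB1) cells / Compound dosing: one concentration, 6.6 µM final / Also added: JC-1 fluorescent substrate / Evaluation: efflux inhibition in percent versus controls / Detection: flow cytometry, 530 nm JC-1 signal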
# Rac1 mut GTP – GTP binding modulators of activated mutant Rac1, primary screen, biochemical, bead-based flow cytometry, multiplex, fluorescent GTP; GST-Rac1 activated beads; actives lie on both sides; 100% means binding = to untreated wells; 190,000 tested, 0.11% active; percent activity (GTP binding), % at 10 µM; AID 764, 2007; Ras-related C3 botulinum toxin substrate 1 (Homo sapiens), P63000;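 active = GTP binding at least 20 percentage points away from the 100% baseline, in either direction, so actives lie on both sides; inconclusive = Compound likely fluorescent itself, or too few beads counted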
# Rab2 wt GTP – modulators of GTP binding to Rab2A wildtype, primary screen, biochemical, dog, bead-based flow cytometry, multiplex | Ras-related protein Rab-2A (Canis lupus familiaris), P61105 | GST-Rab2 wt beads, Bodipy-GTP binding | GTP binding activity, % at 10 µM | 190,000 tested, 0.19% active;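 active = GTP binding activity at least 20 points away from 100%, either lowered or raised; inconclusive = signal likely due to the compound's own green fluorescence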;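 also: 0% = beads with excess unlabeled GTP and 100% = no-compound control corrected for plate trend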
# GSH fluor – compound fluorescence on glutathione beads, profiling panel, artefact control, biophysical, 488/530 nm, flow cytometry; GSH beads flow cytometry, compound fluorescence 488/530 nm; stronger effect = higher value; fluorescence (KMESF) at 10 µM; 190,000 tested, 0.25% active; AID 1776, 2009; in the data active = fluorescence above about 89;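 also: glutathione beads carrying GST-tagged Bcl family fusion proteins plus one bare bead set; values are compound well signal with DMSO vehicle wells as background; inactives centre near 16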
# * marks the source's active call; other numbers are inactive results; u = inconclusive; x = no result given.
SMILES,Pf gamet viab,Cdc42 wt,ABCB1 block,Rab7 wt GTP bind,HRas wt GTP,Avidin fluor,Rac1 wt GTP bind,ABCG2 inh,Rac1 mut GTP,Rab2 wt GTP,GSH fluor
Cc1c(NS(=O)(=O)c2ccc3nc(COc4ccccc4Cl)[nH]c3c2)c(=O)n(-c2ccccc2)n1C,5,93,0.0,102,97,9,95,4,93,96,14
COc1ccc(NC(=O)c2oc3ccc(S(=O)(=O)N4CCOCC4)cc3c2C)cc1,8,95,-0.1,101,94,8,96,19,96,95,14
CCCc1ccc(OCc2nc(-c3ccc(NC(=O)c4cccs4)cc3)no2)cc1,x,102,-0.2,99,102,8,107,0,101,101,9
Cc1ccccc1C(=O)Oc1ccc(Br)cc1C(=S)N1CCCC1,-3,101,1.1,97,100,7,100,3,100,101,21
O=C(CSc1nc(-c2cccs2)cc(C(F)(F)F)n1)NCc1ccco1,x,109,1.0,98,102,13,109,21,103,102,28
Cc1nc(CSc2nnc(Nc3cccc(C)c3C)s2)cs1,8,98,2.1,101,96,6,102,4,98,99,9
COc1cccc(/C=C/C(=C2/C(=O)N(c3ccccc3)N=C2C)c2ccc(C)cc2)c1OC,21,95,0.3,95,96,7,97,2,94,95,18
CCOc1ccc(NC(=O)CCS(=O)(=O)c2ccc3c(c2)CCCN3C(C)=O)cc1,x,97,0.7,98,95,15,92,3,93,95,36
O=C(CSc1ccc(-c2nc3ccccc3[nH]2)cn1)Nc1ccc(S(=O)(=O)NC2CC2)cc1,10,98,-1.4,101,99,12,98,-8,100,98,14
Cc1c(Cl)cnc(NC(=O)COC(=O)Cc2coc3ccc4ccccc4c23)c1Cl,1,98,-0.3,102,103,9,100,1,99,101,12
O=C(COc1ccccc1[N+](=O)[O-])NCc1cccnc1,x,100,0.0,100,101,14,103,1,101,101,14
Cc1c(C(=O)O)cccc1-c1ccc(/C=N/Nc2ccc(Br)cc2)o1,-19,98,-1.0,97,96,2,96,-6,95,92,7
CCOc1ccc(NC(=O)c2ccc(N)cc2)cc1,x,102,0.1,100,102,23,103,3,101,99,15
Cn1c(SCc2nc3ccccc3[nH]2)nnc1-c1cccs1,x,100,0.3,95,98,7,101,1,98,98,5
COc1ccc(CNC(=O)C2COc3ccccc3O2)c(OC)c1 (stereo not given),15,100,0.1,98,99,31,102,2,98,99,23
CCN1CCN(c2cc(C)c3cc(NC(=S)N4CCN(c5ccccc5F)CC4)ccc3n2)CC1,-8,96,1.2,99,97,11,101,7,95,96,18
Cc1ccccc1-n1c(C)nnc1SCC(=O)N1CCc2ccccc2C1,x,105,1.1,102,99,17,108,6,99,98,9
CCNC(=O)c1ccccc1-c1nc(-c2ccccc2Cl)no1,-1,98,2.1,97,99,3,98,6,97,98,15
N#CCC(=O)NCCCOC(=O)Nc1ccc(Cl)c(Cl)c1,x,100,0.7,98,100,10,99,6,99,98,24
Cn1nnnc1SCc1cn2cccnc2n1,x,99,0.3,98,98,11,100,2,98,98,14

# Results in Rab7 wt GTP bind, for some of the entries so far:
structure | Rab7 wt GTP bind
Cc1ccccc1-n1c(C)nnc1SCC(=O)N1CCc2ccccc2C1 | 102
COc1ccc(CNC(=O)C2COc3ccccc3O2)c(OC)c1 (stereo not given) | 98
N#CCC(=O)NCCCOC(=O)Nc1ccc(Cl)c(Cl)c1 | 98
CCN1CCN(c2cc(C)c3cc(NC(=S)N4CCN(c5ccccc5F)CC4)ccc3n2)CC1 | 99
Cn1nnnc1SCc1cn2cccnc2n1 | 98
O=C(COc1ccccc1[N+](=O)[O-])NCc1cccnc1 | 100
Cc1c(C(=O)O)cccc1-c1ccc(/C=N/Nc2ccc(Br)cc2)o1 | 97

# (listing goes on)
SMILES,Pf gamet viab,Cdc42 wt,ABCB1 block,Rab7 wt GTP bind,HRas wt GTP,Avidin fluor,Rac1 wt GTP bind,ABCG2 inh,Rac1 mut GTP,Rab2 wt GTP,GSH fluor
CC1CCCN(C(=O)CSCC(=O)N=c2sc3ccccc3n2C)C1 (stereo not given),12,99,0.4,100,98,7,98,1,97,97,28
Cc1ccc(C(=O)NCC(=O)Nc2ccccc2C(F)(F)F)cc1,18,101,0.1,96,98,15,101,11,98,102,13
Cc1cc(Oc2ccccc2F)nc(NCc2ccccc2)n1,-12,101,1.2,100,101,22,107,11,99,101,22
CCc1ccc(NC(=O)CSc2nnc(-c3cccs3)n2CC)cc1,-12,103,0.6,101,102,23,106,3,98,100,10
COc1ccc(NC(=O)CC2C(=O)N(c3ccc(OC)cc3)C(=O)N2C(C)C)cc1 (stereo not given),x,102,1.5,97,101,11,99,3,98,98,33
CCS(=O)(=O)c1ccc(O)c(NC(=O)COc2ccc(Br)cc2)c1,14,92,-0.1,89,92,9,93,1,95,93,21
Cc1ccc(CN2CCN(/N=C\C=C\c3ccccc3)CC2)cc1,x,92,-0.1,101,98,5,94,0,94,97,21
CN(Cc1ccno1)Cc1cn(Cc2ccccc2)nc1-c1ccc2c(c1)OCO2,-6,91,-1.7,91,91,10,95,-5,93,92,16
Brc1cccc(OCCn2ccnc2)c1,x,100,1.2,101,99,22,104,30,99,101,23
CCCC(c1nnnn1C1CCCCC1)N1CCN(C2CCCC2)CC1 (stereo not given),-34,104,29,100,101,23,107,25,102,101,18
CCc1sc(C(=O)NCc2ccccc2)cc1C,12,u,0.3,u,u,12,u,3,u,u,13
NC(=O)c1cc(Cl)cn(-c2ccccc2)c1=O,x,97,-0.9,96,100,7,106,-1,98,99,19
O=S(=O)(NCc1ccc2c(c1)OCO2)c1cccc(S(=O)(=O)N2CCOCC2)c1,-4,105,-0.4,93,97,34,108,4,97,98,30
O=C(c1ccc(COCC(F)(F)F)o1)N1CCCC1,10,103,0.0,100,101,11,105,1,100,100,18
CNC(=O)c1oc(-c2ccccc2)nc1C,7,93,0.0,105,101,8,96,2,99,100,19
COC(=O)CCN(C(=O)C1C2CC3CC(C2)CC1C3)c1ccccn1 (stereo not given),x,97,0.5,94,96,26,95,2,97,96,19
COCCNC(=O)C(=O)NNC(=O)COc1ccc(OC)cc1,0,101,0.0,96,95,7,98,0,95,95,15
Cc1cccc(-c2nc(CSCC(=O)N3CCN(c4ccccn4)CC3)c(C)o2)c1,22,103,1.1,99,101,11,109,4,101,100,23
O=S(=O)(c1ccccc1)N1CCN=C1SCc1ccccc1Cl,x,96,0.5,95,93,11,97,5,95,96,12
Cc1ccc(C)c(S(=O)(=O)Nc2ccc(S(=O)(=O)Nc3onc(C)c3C)cc2)c1,x,100,-4.0,97,101,6,103,-7,99,99,28
Cc1nn(-c2ccccc2)c2c1C(c1ccc(F)cc1)C(C#N)=C(N)O2 (stereo not given),x,98,0.3,92,97,6,103,3,99,96,25
CCN1CCCC1CNCc1cccc(OC)c1OCc1ccc(F)cc1 (stereo not given),x,104,-0.5,104,102,2,103,0,102,101,10
O=C(Nc1cccnc1)c1cc(-c2cccnc2)nc2ccc(Br)cc12,x,99,6.5,97,99,11,99,16,100,100,17
Cc1c(NC(=O)CSCc2c(F)cccc2Cl)c(=O)n(-c2ccccc2)n1C,x,97,0.6,95,96,15,96,5,96,97,15
O=C(Cn1cc(S(=O)(=O)Cc2ccccc2)c2ccccc21)Nc1ccccc1,x,98,-0.8,98,97,14,99,-8,99,96,9
Cc1cccn2c(=O)c(/C=C(\C#N)C(N)=O)c(N3CCN(Cc4ccc5c(c4)OCO5)CC3)nc12,-10,103,0.2,103,104,11,114,1,106,101,18
O=C1CCCN1CC(CN1CCOCC1)Sc1nnnn1-c1ccccc1 (stereo not given),x,104,0.3,100,103,7,100,1,99,104,19
CCCCN(CC)C(=O)Cc1c(C(=O)O)[nH]c2ccc(Cl)cc12,-11,102,-0.1,102,102,32,105,2,97,101,19
O=C(NNc1cccc(Cl)n1)Nc1cccc(C(F)(F)F)c1,-27,101,-0.1,101,102,1,100,0,101,99,8
CC12COC3(C(=O)Nc4ccc5ccccc5c4)CC1CCC32C (stereo not given),-3,92,0.6,89,90,6,95,1,93,91,15
CN1CCC(N(C)C(=O)COc2ccc(S(=O)(=O)N3CCOCC3)cc2)CC1,-7,92,-0.2,94,94,9,91,2,92,97,64
COCCCNS(=O)(=O)c1ccc2c(c1)OCCO2,x,105,0.6,101,99,27,103,17,99,101,19

# A section of the results above, for reference:
SMILES,Pf gamet viab,Cdc42 wt,ABCB1 block,Rab7 wt GTP bind,HRas wt GTP,Avidin fluor,Rac1 wt GTP bind,ABCG2 inh,Rac1 mut GTP,Rab2 wt GTP,GSH fluor
CC12COC3(C(=O)Nc4ccc5ccccc5c4)CC1CCC32C (stereo not given),-3,92,0.6,89,90,6,95,1,93,91,15
CN1CCC(N(C)C(=O)COc2ccc(S(=O)(=O)N3CCOCC3)cc2)CC1,-7,92,-0.2,94,94,9,91,2,92,97,64

# Assay outcomes (PubChem)
